Compound activity (PubChem BioAssay)
EP2 modulator – EP2 receptor modulators, cAMP readout, primary screen, cell-based, HTRF cAMP, PGE2 stimulation | Prostaglandin E2 receptor EP2 subtype (Homo sapiens), P43116 | EP2-expressing cells, cAMP HTRF FRET, PGE2 co-stimulation | induction, % at 25 µM | 260,000 compounds, 0.83% hits | AID 940, 2007;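 active means compounds whose cAMP rise, as percent of the full-agonist control response, exceeds 60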;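 further: rat C6 glioma line stably carrying human EP2 under a CMV promoter; the protocol text gives 20 µM as final concentration; 100% = response of wells given 1 µM PGE2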
S1P4 ag – S1P4 receptor agonists, primary screen, cell-based | S1P4-expressing cell line, agonist reporter assay | activation, % at 4.98 µM | 220,000 compounds, 0.35% hits; in the data active means activation above about 11%;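 further: 0% = DMSO vehicle and 100% = reference agonist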
Target sequence (O95977 whole entry, looked up): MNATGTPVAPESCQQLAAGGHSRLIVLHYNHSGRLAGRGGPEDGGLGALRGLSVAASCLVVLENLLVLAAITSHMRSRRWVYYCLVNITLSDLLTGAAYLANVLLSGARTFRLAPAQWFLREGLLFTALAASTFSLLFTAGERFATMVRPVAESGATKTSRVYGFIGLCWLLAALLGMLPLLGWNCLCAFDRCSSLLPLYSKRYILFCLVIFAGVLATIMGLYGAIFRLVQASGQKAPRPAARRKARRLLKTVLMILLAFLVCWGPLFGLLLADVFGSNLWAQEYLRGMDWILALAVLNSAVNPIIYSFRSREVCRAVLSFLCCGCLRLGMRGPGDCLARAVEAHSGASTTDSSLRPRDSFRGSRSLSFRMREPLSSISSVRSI
NPY2 pot ag – NPY-Y2 potentiators or agonists, primary screen, cell-based. Neuropeptide Y receptor type 2 (Homo sapiens), P49146. cells expressing NPY-Y2, potentiator/agonist read-out. activation, % at 3.6 µM. 220,000 compounds, 0.45% hits. AID 1359, 2008; in the data active means activation above about 27%;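 further: cells stimulated with NPY near EC25 plus isoproterenol at EC100; 0% = vehicle plus submaximal agonist and 100% = vehicle plus saturating agonist; some results beyond the cut were filed as inactive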
Target sequence (P49146 whole entry, looked up): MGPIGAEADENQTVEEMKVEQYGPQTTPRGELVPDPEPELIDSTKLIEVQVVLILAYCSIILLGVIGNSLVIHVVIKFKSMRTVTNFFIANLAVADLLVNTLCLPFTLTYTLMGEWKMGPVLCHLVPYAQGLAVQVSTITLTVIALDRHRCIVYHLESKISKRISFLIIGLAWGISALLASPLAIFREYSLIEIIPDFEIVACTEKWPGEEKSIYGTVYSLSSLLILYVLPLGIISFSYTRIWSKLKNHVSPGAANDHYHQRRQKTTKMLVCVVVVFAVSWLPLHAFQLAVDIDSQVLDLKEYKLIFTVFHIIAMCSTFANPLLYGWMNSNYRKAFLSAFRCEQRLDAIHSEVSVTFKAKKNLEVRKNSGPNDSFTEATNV
PGE2 EP2 inh – human EP2 receptor antagonists, primary screen, TR-FRET cAMP, C6 glioma cells | C6 glioma cells expressing human EP2; cells stimulated with saturating PGE2 | inhibition, % at 25 µM | 260,000 compounds, 0.52% hits;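 active means percent inhibition above 40 after rounding to a whole number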;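 further: rat C6 glioma host cells with rolipram phosphodiesterase inhibitor present; the protocol text gives 20 µM as final concentration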
S1P4 antag – S1P4 receptor antagonists, primary screen, cell-based. Sphingosine 1-phosphate receptor 4 (Homo sapiens), O95977. inhibition, % at 4.98 µM. AID 1510, 2009. S1P4-expressing cells, antagonist mode, reporter read-out. 220,000 compounds, 0.26% hits; in the data active means inhibition above about 29%;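 further: 0% = wells stimulated with agonist and 100% = vehicle wells without agonist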
NPY-Y1 PAM-ag – NPY-Y1 receptor potentiators or agonists, primary screen, cell-based | Neuropeptide Y receptor type 1 (Homo sapiens), P25929 | NPY-Y1 expressing cells, potentiator/agonist activation | activation, % at 3.6 µM | 220,000 compounds, 0.37% hits; in the data active means activation above about 33%, passing the limit was not always enough;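 further: cells stimulated with NPY at EC10 then isoproterenol at EC100; 0% = low agonist plus stimulus and 100% = saturating agonist plus stimulus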
NPY Y1 blocker – NPY-Y1 receptor antagonists, primary screen, cell-based. AID 1040, 2008. inhibition, % at 3.6 µM. HEK293-CNG Y1 cells, membrane potential fluorescence; NPY at EC95, then isoproterenol. 200,000 compounds, 1% hits. Neuropeptide Y receptor type 1 (Homo sapiens), P25929;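 active means inhibition above the campaign mean inhibition of all tested compounds plus 3 SD, cut at about 20% in these data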;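 further: 0% = DMSO wells given NPY plus isoproterenol and 100% = isoproterenol alone without NPY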
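Assay system: HEK293 cells with Y1 receptor plus CNG channel | Probe or stimulus: NPY (25 nM), isoproterenol (1 µM), Ro 20-1724 (25 µM) | Timing: Compound incubation 1 h at room temperature, readout 45 min post-stimulation | Measured by: Membrane-potential fluorescent dye readout | Benchmarks: High control isoproterenol alone, low control NPY with isoproterenol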
eIF4E 4G PPI – eIF4E–eIF4G protein interaction inhibitors, primary screen, biochemical, uHTS, TR-FRET, eIF4GI fragment | Eukaryotic translation initiation factor 4E (Mus musculus) + Eukaryotic translation … | AID 782, 2007 | TR-FRET eIF4E-eIF4GI(517-606) binding, 2 h | 220,000 compounds, 0.37% hits | inhibition, % at 21.7 µM;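 active means inhibition above about 30%, limit read from the data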;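 further: 0% = full FRET control wells and 100% = background wells lacking eIF4GI fragment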
p97 ATPase inh – inhibitors of human p97 ATPase, primary screen, biochemical; recombinant p97 ATPase, Kinase-Glo ATP luminescence, 3 h; Transitional endoplasmic reticulum ATPase (Homo sapiens), P55072; 220,000 compounds, 0.42% hits; inhibition, % at 8 µM; in the data active means inhibition above about 15%;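 further: 0% = DMSO vehicle and 100% = wells lacking enzyme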
Active calls of the source: *; / = no result given; & = joins results of further samples; [ ] = remark or other dose. The list is partial. The share of hits here may be higher or lower than overall.

SMILES	EP2 modulator	S1P4 ag	NPY2 pot ag	PGE2 EP2 inh	S1P4 antag	NPY-Y1 PAM-ag	NPY Y1 blocker	eIF4E 4G PPI	p97 ATPase inh
CS(=O)(=O)N(CC(=O)NCc1ccc2c(c1)OCO2)Cc1ccccc1	31	-1.2	12	4	-16	-2	1	-1	5
COc1cc(C(=S)N2CCCC2)ccc1OC(=O)c1ccc(Cl)cc1[N+](=O)[O-]	-8	1.1	8	7	-23	-8	-3	13	-8
CCCc1n[nH]c(=O)[nH]1	22	1.5	0	9	0	-7	9	2	-3
Cc1noc(C)c1COc1ccc(C(=O)OCC(=O)NC(=O)C2COc3ccccc3O2)cc1 (configuration not stated)	8	1.1	6	8	7	8	4	3	6
CCC(CC)C(=O)c1c[nH]c(C(=O)OC)c1	-11	0.0	-15	0	-8	-9	1	1	-5
O=C(CSc1nnnn1C1CCCCC1)N1CCOCC1	25	0.6	15	8	-11	17	-1	-1	1
COC(=O)C(NNc1ccccc1)(NC(=O)c1ccc(F)cc1)C(F)(F)F (configuration not stated)	-52	-0.4	14	3	-10	24	-1	-2[fluorescence artefact?]	2
O=C(CC(Nc1ccc(F)cc1)C(=O)O)c1ccccc1 (configuration not stated)	-5	0.8	8	13	-7	2	0	-2	-2
CN(C(=O)CCn1c(=S)oc2ccccc21)C1CCCCC1	17	-0.7	-12	6	9	-2	/	1	1
O=C1C=C(Nc2cccc(Cl)c2)CC(c2ccco2)C1 (configuration not stated)	-15	1.0	1	6	-9	-18	10	-1	0
N/C(=N\OC(=O)c1ccc(Cl)c(Cl)c1)c1cccc(CSc2ccccn2)c1	-26	1.0	-9	5	-12	-22	/	4	1
CC(C)NC(=S)N1CCC(Cc2ccccc2)CC1	-11	0.4	-5	2	11	14	2	2	-4
Clc1ccc2c(NCc3ccco3)ncnc2c1	-12	-0.2	-4	9	3	-8	0	-4	5
CC(C)Cn1c(SCC(=O)N2CCc3ccccc3C2)nc2cc(Cl)ccc2c1=O	-19	0.3	1	3	-1	3	1	17	4
CC(C)(C)c1ccc(C(=O)c2c[nH]c(C(=O)O)c2)cc1	17	0.2	-3	6	11	-13	-1	2	2
Cn1c(N)c(C(=O)c2ccccc2)c(=O)n(C)c1=O	23	-2.4	15	16	-19	-12	2	0	3
NS(=O)(=O)c1ccc(CCNc2nc3c(-c4cccc(F)c4)nnn3c3ccccc23)cc1	-20	0.0	10	11	-19	10	-1	-8	4
Cc1ccc(NC(=S)/N=C(\N)Nc2nc(C)c3cc(C)c(C)cc3n2)cc1C	2	0.6	-12	5	-6	6	1	-2	4
N#CC1=C(N)OC2=C(C(=O)CC(c3ccccc3)C2)C1c1cccnc1 (configuration not stated)	39	0.6	-4	6	0	-22	0	-4[fluorescence artefact?]	5
O=C(CSc1n[nH]c(-c2ccncc2)n1)Nc1ccccn1	5	-1.7	-8	9	19	-8	7	-4	2
COc1ccc(NC(C)=O)cc1S(=O)(=O)Nc1ccc2c(c1)OCCO2	20	0.6	-9	7	-3	6	2	-2	-1
COc1ccc(OCC(=O)Nc2ccc3oc(-c4ccncc4)nc3c2)cc1	-13	3.0	2	10	-10	-1	10	-2	1
Cc1csc(NC(=O)CSc2nnc(-c3ccccc3)o2)n1	-15	-1.8	-10	4	-13	8	0	3	2
COC(=O)/C=C/C(=O)N1CCN(c2ccccc2)CC1	10	0.2	-3	4	-18	-20	2	19[fluorescence artefact?]	3
CNC(=S)N1CCN(C(=O)c2ccco2)CC1	19	-1.7	11	8	-6	12	6	-3[fluorescence artefact?]	-1
CC(=O)Nc1cccc2c1C(=O)N(c1ccc(OC(C)=O)cc1)C2=O	-9	0.4	-6	1	-12	0	-4	2	2
CCOC(=O)c1sc2nccc(N(C)C)c2c1N=CN(C)C	16	0.5	-3	12	1	-20	-8	-9	-6
O=C(COc1cc(F)ccc1[N+](=O)[O-])Nc1ccc(N2CCOCC2)cc1	-23	-1.1	-10	5	6	4	1	2	2
COc1ccc(OC)c(NC(=O)COC(=O)c2c3c(nc4ccccc24)CCCC3)c1	21	0.9	-13	3	-15	-31	8	-4	-3
COC(=O)CSc1nc(NC#N)nc(NC(C)C)n1	38	2.4	12	6	0	6	9	-7	2
OC(CN1CCN(Cc2ccccc2)CC1)Cn1c2ccccc2c2ccccc21 (configuration not stated)	-11	-0.2	-25	16	3	-27	11	1	-3
CCN(CC)c1ccc(C=Nc2ccccc2C)c(O)c1	-30	-1.6	-2	7	-9	-25	-1	1	2
Cc1ccc(S(=O)(=O)c2c(C)cc(C)nc2N2CCCC2)cc1	53	0.3	0	5	8	7	-5	0	0
CC(C)C(C(=O)Nc1ccc2c(c1)OCO2)N1C(=O)c2ccccc2C1=O (configuration not stated)	17	-1.9	-21	3	-14	-11	1	2[fluorescence artefact?]	-2
Cc1ccc(S(=O)(=O)N(C)CC(=O)OCC(=O)NC(c2ccccc2)c2ccccc2)cc1	39	0.5	-8	-1	-7	-2	4	16[fluorescence artefact?]	4
O=C(NCc1cccnc1)/C(=N\O)c1ccccc1	23	1.8	-6	9	-33	-16	-8	-10[fluorescence artefact?]	6
O=[N+]([O-])c1ccc(/C=N/NC(=S)Nc2ccccc2)o1	-9	1.4	1	5	0	15	-8	2[fluorescence artefact?]	5
O=C(Nc1ccc(-c2cn3ccsc3n2)cc1)c1ccc(F)c(S(=O)(=O)N2CCOCC2)c1	-41	-0.9	-17	17	-6	-5	9	2	4
COc1cc(C(=O)OCC(C)=O)c([N+](=O)[O-])cc1OC	-1	-1.7	-5	5	8	9	0	6	4
O=C(c1ccc(Cl)s1)N1CCCC1	15	-4.2	1	8	11	-3	6	-4	2
Cn1cnc(S(=O)(=O)Nc2ccc(OC(F)(F)F)cc2)c1	-4	-0.4	-6	8	9	-3	2	3	3
CCOC(=O)c1cc(C#N)c(N2CCN(C(=O)c3ccccc3)CC2)nc1C(F)(F)F	-4	0.1	-26	12	22	-13	/	7	1
CCOC(=O)Nc1ccc2c(c1)N(C(=O)CCN1CCN(C)CC1)c1ccccc1S2	9	-1.7	-5	14	8	16	6	-1	-5
FC(F)(F)c1nnc2ccc(NCn3nnc4ccccc43)nn12	-6	-0.2	3	9	-6	9	0	-1	2
O=C(Cn1c(=O)c2c(ncn2Cc2ccccc2)n(Cc2ccccc2)c1=O)N1CCCC1	15	0.9	-6	12	-6	7	2	4[fluorescence artefact?]	-2
CCN=C1SC(CC(=O)Nc2ccc(N3CCOCC3)cc2)C(=O)N1CC (configuration not stated)	7	0.2	0	-2	9	6	-1	2[fluorescence artefact?]	1
CC/C=C\[C@H](O)[C@H](O)C1=C(C)C(=O)[C@]2(O1)C(=O)N[C@@](OC)(C(=O)c1ccccc1)C2O (some centres not stated)	-24	1.6	4	9	-7	-13	4	1	-1
CCOC(=O)c1sc2nc(CC(=O)OC)nc(NCCN3CCOCC3)c2c1C	-7	1.6	13	9	-33	-5	3	-5	-2
CCCc1n[nH]c2c1/C(=N\OCC)CC(C)(C)C2	32	0.2	4	12	0	9	/	1	0
Cc1c(NC(=O)CSc2nnc(C(C)Oc3ccc(Cl)cc3)n2-c2ccccc2)c(=O)n(-c2ccccc2)n1C (configuration not stated)	15	-0.1	-16	5	-12	16	1	4	-2

Pulled one by one from above (3):
SMILES	EP2 modulator	S1P4 ag	NPY2 pot ag	PGE2 EP2 inh	S1P4 antag	NPY-Y1 PAM-ag	NPY Y1 blocker	eIF4E 4G PPI	p97 ATPase inh
Cc1c(NC(=O)CSc2nnc(C(C)Oc3ccc(Cl)cc3)n2-c2ccccc2)c(=O)n(-c2ccccc2)n1C (configuration not stated)	15	-0.1	-16	5	-12	16	1	4	-2
CCCc1n[nH]c2c1/C(=N\OCC)CC(C)(C)C2	32	0.2	4	12	0	9	/	1	0
CCOC(=O)Nc1ccc2c(c1)N(C(=O)CCN1CCN(C)CC1)c1ccccc1S2	9	-1.7	-5	14	8	16	6	-1	-5

(list continues)
SMILES	EP2 modulator	S1P4 ag	NPY2 pot ag	PGE2 EP2 inh	S1P4 antag	NPY-Y1 PAM-ag	NPY Y1 blocker	eIF4E 4G PPI	p97 ATPase inh
CS(=O)(=O)N1N=C(c2cccs2)CC1c1ccc(Cl)o1 (configuration not stated)	11	1.1	2	8	5	5	-6	2	3
CCOc1ccc2nc(/N=C/c3nc(-c4ccc(Br)cc4)oc3O)sc2c1	10	3.7	6	9	-28	4	1	-2[fluorescence artefact?]	0
Cc1nnc(-c2cccc(Br)c2)c2cn(-c3ccccc3)nc12	-6	-1.8	9	12	6	2	0	0	1
O=C(NC(NNc1ccc([N+](=O)[O-])cc1)(C(F)(F)F)C(F)(F)F)c1ccc(Cl)cc1	-46	0.1	15	11	5	12	2	8	2
C/C(=N\Nc1ccc([N+](=O)[O-])cc1)c1cc2ccccc2o1	-14	0.5	9	3	15	22	1	4	-4
CC1=C(C(=O)Nc2ccccc2)C2(CCCCC2)C(C#N)=C(SCC(N)=O)N1	-24	-0.5	2	4	0	-3	5	-1	-4
Cc1cc(OCC(=O)Nc2ccc(S(=O)(=O)N3CCN(C)CC3)cc2)ccc1Cl	-36	-1.1	-9	9	-27	-9	1	-1	-5
O=C(Nc1ccccc1)c1ccc(CN2CCc3ccccc3C2)cc1	-73	1.2	17	4	-16	-15	11	-2	-6
O=C(CCCn1c(SCC(=O)NC2CCCCC2)nc2ccccc2c1=O)NCC1CCCO1 (configuration not stated)	-3	0.9	-5	-1	10	1	8	-10	-1
Oc1ccc2ccc3cccc[n+]3c2c1	/	0.0	0	20	0	1	4	/	14
COc1cccc(C(=O)N2CCN(S(C)(=O)=O)CC2)c1	20	1.2	-10	3	1	-7	6	0[fluorescence artefact?]	-5
CCOCCCN1C(=O)C(O)=C(C(C)=O)C1c1cccs1 (configuration not stated)	29	3.1	8	12	-10	-6	-2	5	4
COc1ccc(-n2c(Cc3cccn3C)nnc2SCC(=O)NCc2ccccc2Cl)cc1	28	0.8	11	2	-8	-7	1	8	-4
O=C(c1cnn(-c2ccccc2)c1-n1cccc1)N1CCN(C2CCCCC2)CC1	-3	-1.2	-6	10	10	-5	11	0	1
COc1ccc(NC(=O)CC2SC(N)=NC2=O)c([N+](=O)[O-])c1 (configuration not stated)	12	1.9	-8	5	0	4	7	0	5
CC(=O)NCCNC(=O)c1oc2ccccc2c1CSc1ncn[nH]1	13	1.6	10	7	-15	5	1	-3	5
O=C(CCNC(=O)c1ccccc1Cl)Nc1nccs1	7	0.6	11	3	-13	11	3	-2	4
COCCN(C(=O)CSc1nnc(Nc2ccccc2F)s1)c1c(N)n(Cc2ccccc2)c(=O)[nH]c1=O	6	-2.4	11	8	-8	-4	1	0	1
CCSc1nnc(COc2ccccc2)n1CC	7&20	0.3	10	6&7	-13	4	/	-6	7
CCCc1c(C(=O)O)cnn1-c1ccc(Cl)cc1	-7	-0.7	-2	8	0	-6	/	-6	1
Cc1nc(N2CCN(c3ccccc3)CC2)[nH]c(=O)c1Cc1ccccc1	-40	-0.7	2	5	-5	13	2	3	1
